From PubChem
CHO-K1 Ca PAM: counter-screen for M1 PAMs: effect in parental CHO-K1 cells; ATP EC20, Fluo-8 calcium fluorescence; 0% at ATP EC20, 100% at ATP max; activation, % at 3 µM; hit rate 0.02% among 360,000;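 active means activation above the run cutoff, the mean activation of all test compounds plus 3 SD, cut at about 40% in these data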;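 further: peak over basal fluorescence ratio in a 140 s read after ATP addition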
TAAR1 antag: human TAAR1 antagonism; inhibition, % at 3 µM; hit rate 1.5% among 360,000; AID 624466; CHO RD-HGA16 TAAR1, Fluo-8 calcium fluorescence, antagonist; Q96RJ0;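 active means inhibition above a per-plate cutoff, the mean inhibition of test compounds on that plate plus 3 SD, cut at about 49% in these data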;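 further: 0% = DMSO plus EC80 beta-PEA response and 100% = DMSO alone without agonist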
Target sequence (Q96RJ0 whole entry, looked up): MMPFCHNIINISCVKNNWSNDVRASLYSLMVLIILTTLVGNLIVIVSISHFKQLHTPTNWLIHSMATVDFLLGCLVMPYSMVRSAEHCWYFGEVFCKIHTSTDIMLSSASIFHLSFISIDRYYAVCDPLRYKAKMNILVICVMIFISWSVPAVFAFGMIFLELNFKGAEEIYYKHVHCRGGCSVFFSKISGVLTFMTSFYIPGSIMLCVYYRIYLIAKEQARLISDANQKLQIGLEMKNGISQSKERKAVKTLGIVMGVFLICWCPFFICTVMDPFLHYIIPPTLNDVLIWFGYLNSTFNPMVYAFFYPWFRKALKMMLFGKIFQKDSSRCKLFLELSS
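Test system – hTAAR1-expressing CHO RD-HGA16 cells, Gα16-coupled · Also added – β-PEA at EC80 concentration, post-compound challenge · Compound – 3 µM, single point · Incubation – dye loading 75 min at 37 °C, then 30 min room temperature · Measured by – Fluo-8 intracellular calcium dye fluorescence, real-time kinetic reads · Benchmarks – vehicle and agonist controls · Replicates – singlicate, one well per test compound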
CHO-K1 Ca ag: counter-screen for M1 agonists: effect in parental CHO-K1 cells; AID 602248; activation, % at 3 µM; Fluo-8 calcium fluorescence; scaled to maximal ATP response, vehicle zero; hit rate 0.48% among 360,000; in the data active means activation above about 15%;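 further: untransfected CHO-K1 host cells lacking M1 receptor as counterscreen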
CHO-K1 Ca antag: counter-screen for M1 antagonists: effect in parental CHO-K1 cells; ATP-induced calcium, Fluo-8 fluorescence; inhibition, % at 3 µM; hit rate 0.6% among 360,000; AID 602250;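 active means inhibition above a per-plate cutoff, the plate's mean sample inhibition plus 3 SD, cut at about 24% in these data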;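 further: 0% = DMSO plus EC80 ATP and 100% = DMSO alone without ATP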
CHO parental Ca: counter-screen: ATP calcium response change in parental CHO cells; inhibition, % at 5.6 µM; parental CHO-K1, ATP-induced calcium, Fluo-8 fluorescence; hit rate 0.63% among 330,000; AID 463079;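 active means inhibition above that plate's mean sample inhibition plus 3 SD, cut at about 26% in these data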;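 further: 0% = ATP-challenged DMSO wells and 100% = DMSO wells without ATP; some compounds past the cut are filed as inactive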
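Test system: untransfected parental CHO cell line. Compound: one dose, 5.6 µM nominal. Detection: intracellular calcium via Fluo-8 no-wash fluorescent dye. Measure: % inhibition. Benchmarks: ATP-challenged DMSO wells low, unchallenged DMSO wells high.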
V1aR counter: V1a receptor agonism, counter-screen for OXTR agonists | P37288 | CHO-V1R cells, Fluo-8 calcium fluorescence, agonist mode; 0% DMSO, 100% 3 nM vasopressin | activation, % at 3 µM | hit rate 0.25% among 320,000 | AID 2797;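 active means activation above the mean activation of all tested compounds plus 3 SD, per screening run, cut at about 20% in these data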;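 further: signal is peak over basal fluorescence ratio across a 100 second FLIPR read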
Target sequence (P37288 whole entry, looked up): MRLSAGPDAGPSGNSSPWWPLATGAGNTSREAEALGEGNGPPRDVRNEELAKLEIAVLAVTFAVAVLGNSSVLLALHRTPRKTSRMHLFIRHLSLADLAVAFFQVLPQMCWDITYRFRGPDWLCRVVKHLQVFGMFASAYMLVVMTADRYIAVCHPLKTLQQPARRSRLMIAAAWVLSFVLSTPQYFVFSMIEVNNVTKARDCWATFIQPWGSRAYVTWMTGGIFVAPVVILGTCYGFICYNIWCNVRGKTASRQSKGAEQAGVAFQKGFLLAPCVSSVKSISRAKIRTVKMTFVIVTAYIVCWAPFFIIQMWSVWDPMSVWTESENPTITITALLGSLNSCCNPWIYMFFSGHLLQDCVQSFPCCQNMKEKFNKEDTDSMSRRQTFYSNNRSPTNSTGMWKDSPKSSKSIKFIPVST
OXTR potentiator: human OXTR potentiation; P30559; CHO-OTR cells, Fluo-8 calcium fluorescence, potentiator mode; 0% = oxytocin EC15, 100% = EC100; activation, % at 3 µM; hit rate 0.061% among 320,000; AID 2445;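 active means activation above that plate's cutoff, the mean activation of tested compounds plus 3 SD, cut at about 6.6% in these data, passing the limit was not always enough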;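 further: 100% uses oxytocin at 75 nM as the full agonist control; some results filed as inactive read as strong as hits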
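Material: CHO-OTR cells, human receptor; compound dosing: single dose, 3.0 µM nominal final compound concentration; schedule: 6 min compound pre-incubation at room temperature, 100 s kinetic read; measured by: kinetic Fluo-8 calcium fluorescence; read-out basis: % activation vs EC15 and EC100 oxytocin; controls: EC15 oxytocin alone as 0%, 75 nM oxytocin as 100%; replicates: singlicate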
GPR7 antag: human neuropeptides B/W receptor 1 antagonism | P48145 | GPR7-expressing cells, fluorescence antagonist assay | inhibition, % at 4.4 µM | hit rate 1.1% among 290,000 | AID 1861; in the data active means inhibition above about 16%, passing the limit was not always enough;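 further: cells stimulated with the agonist NPW; 0% = agonist with vehicle and 100% = vehicle without agonist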
Target sequence (P48145 whole entry, looked up): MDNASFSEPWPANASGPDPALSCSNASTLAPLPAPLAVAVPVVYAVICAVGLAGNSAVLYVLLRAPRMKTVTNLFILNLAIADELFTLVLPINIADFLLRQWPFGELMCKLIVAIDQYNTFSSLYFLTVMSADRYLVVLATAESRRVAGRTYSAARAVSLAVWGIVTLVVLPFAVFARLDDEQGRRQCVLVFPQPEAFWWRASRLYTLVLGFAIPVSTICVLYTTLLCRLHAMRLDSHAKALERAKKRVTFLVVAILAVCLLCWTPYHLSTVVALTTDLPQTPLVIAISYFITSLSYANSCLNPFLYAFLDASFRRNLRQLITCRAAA
OXTR agonist: human OXTR agonism | CHO-OTR cells, Fluo-8 calcium fluorescence; normalized: DMSO 0%, oxytocin 100% | hit rate 0.32% among 320,000 | AID 2435 | activation, % at 3 µM;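 active means activation above the mean of all tested compounds plus 3 SD, cutoff set per screening run, cut at about 20% in these data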;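 further: peak over basal fluorescence ratio from a 100 s FLIPR kinetic read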
The depositor's hits bear a star; . = no result given.

Keys: A = CHO-K1 Ca PAM; B = TAAR1 antag; C = CHO-K1 Ca ag; D = CHO-K1 Ca antag; E = CHO parental Ca; F = V1aR counter; G = OXTR potentiator; H = GPR7 antag; I = OXTR agonist
> CCCCN(Cc1cc2ccccc2[nH]c1=O)C(=O)c1ccccn1
  A: 14; B: -13; C: 0.2; D: 1; E: -9; F: 0.4; G: -8; H: 5; I: -0.2
> O=C1CC(c2ccsc2)Sc2ccccc2N1 (stereo unspecified)
  A: 12; B: 2; C: 20*; D: 7; E: 8; F: -0.9; G: 1; H: -14; I: -1.5
> COC(=O)c1ccc(COC(=O)CCC(=O)c2cccs2)cc1
  A: 19; B: 12; C: 3.4; D: -4; E: -17; F: 0.6; G: -13; H: 4; I: -2.2
> CC1CC(C)(C)NC(=S)N1CC(=O)NCc1ccc(F)cc1 (stereo unspecified)
  A: -11; B: -1; C: 0.0; D: 19; E: 1; F: 0.1; G: 2; H: -1; I: 0.2
> COc1ccc(C(=O)C2CCCN(Cc3cnc(N4CCCC4)s3)C2)cc1OC (stereo unspecified)
  A: 6; B: -16; C: 0.6; D: 5; E: -6; F: 0.6; G: -10; H: -5; I: -0.3
> CSc1nnc(-c2ccc(C(F)(F)F)cn2)o1
  A: 7; B: -30; C: 1.1; D: -2; E: -7; F: 0.3; G: -7; H: -16; I: -2.9
> CN(C)S(=O)(=O)c1cccc(NC(=O)CSc2nc3ccccc3[nH]2)c1
  A: 3; B: 10; C: 7.3; D: 9; E: -3; F: 7.5; G: -25; H: -14; I: 7.5
> CN(C)c1ccc(C(C[N+](=O)[O-])c2c(N)n(C)c(=O)n(C)c2=O)c(F)c1C#N (stereo unspecified)
  A: 15; B: -21; C: 1.0; D: -9; E: -28; F: 0.8; G: -6; H: -20; I: 0.7
> O=[N+]([O-])c1cccc(S(=O)(=O)Nc2ccccn2)c1
  A: 12; B: 1; C: 0.6; D: -1; E: .; F: .; G: .; H: .; I: .
> O=C(c1ccc(Cl)cc1)N1CCN(c2ccnc3cc(Cl)ccc23)CC1
  A: -14; B: -16; C: 5.1; D: 9; E: .; F: .; G: .; H: -2; I: .
> COc1cc2cnc(-c3ccccc3)c(-c3ccc([N+](=O)[O-])cc3)c2cc1OC
  A: -8; B: 25; C: -0.6; D: 5; E: -34; F: -1.1; G: -3; H: .; I: -1.6
> O=C(O)C1=C(OCc2ccc(F)c(F)c2)C(=O)NCC1
  A: 7; B: 1; C: 4.8; D: 3; E: -1; F: 0.5; G: 1; H: -15; I: 0.5
> CCCCOc1cccc(C(=O)Nc2ccc(NC(=O)c3ccco3)cc2)c1
  A: -18; B: -1; C: -0.1; D: -12; E: 4; F: 0.0; G: 4; H: -6; I: -0.7
> CC(C)=CCCC(C)CN(C)CCc1ccccn1 (stereo unspecified)
  A: -7; B: -7; C: 0.3; D: -3; E: -9; F: 0.2; G: -5; H: -4; I: -0.2
> O=C(NCc1cccs1)c1ccc(CS(=O)Cc2cccc(Cl)c2)o1 (stereo unspecified)
  A: 5; B: -4; C: 2.7; D: -12; E: -21; F: -0.4; G: 4; H: -14; I: 0.7
> Cc1ccc(C(=O)OCC(=O)N2CCc3ccccc32)cc1
  A: 22; B: 5; C: 0.3; D: -8; E: -22; F: 0.0; G: -9; H: -4; I: -2.9
> COc1cc(C(=O)OCC(=O)N2CCC(Cc3ccccc3)CC2)cc(OC)c1OC
  A: 6; B: -17; C: 0.9; D: -1; E: -37; F: -0.3; G: -4; H: .; I: -2.6
> Cc1cc(=O)oc2c1c(C)nn2-c1nn[nH]n1
  A: 12; B: 7; C: 1.3; D: -12; E: -8; F: 1.7; G: 3; H: 8; I: 1.0
> CC12CN3CC(C)(CN(C1)C3c1ccc3c(c1)OCO3)C2O (stereo unspecified)
  A: -28; B: -42; C: 4.7; D: 100*; E: 3; F: 0.0; G: -13; H: 3; I: -0.1
> COc1ccc(S(=O)(=O)N2CCCC(C(=O)NCc3cccnc3)C2)cc1C (stereo unspecified)
  A: 8; B: -26; C: 0.2; D: -1; E: .; F: .; G: .; H: .; I: .
> COc1cccc(-c2coc3c(C)c4oc(=O)c(CC(=O)O)c(C)c4cc23)c1
  A: -12; B: -11; C: 0.2; D: -11; E: -15; F: 1.0; G: 10; H: -15; I: 0.0
> CN(/N=C\c1ccc(O)c(O)c1)c1nc(-c2ccccc2)cc(-c2ccccc2)n1
  A: 10; B: 41; C: 0.7; D: 8; E: 28*; F: 0.3; G: -1; H: -9; I: -0.1
> COc1ccc(CCN(C)Cc2c(O)ccc3cc(Br)ccc23)cc1OC
  A: 8; B: -24; C: 3.0; D: -10; E: -10; F: -0.5; G: -5; H: 5; I: 0.1
> Cc1ccc(S(=O)(=O)Nc2ccncc2)c(C)c1N(C)S(=O)(=O)c1ccc(Cl)cc1
  A: 4; B: -10; C: -0.1; D: 0; E: -5; F: 1.1; G: -3; H: -12; I: -0.3
> O=C(NCCc1nnc2ccc(SCC(=O)N3CCCC3)nn12)c1ccccc1
  A: 10; B: -9; C: 1.5; D: 0; E: -7; F: 0.2; G: -3; H: 5; I: 0.6
> O=C(NCC1CCCO1)C(c1cccs1)N(Cc1cccs1)C(=O)c1ccc(-c2ccccc2)[nH]1 (stereo unspecified)
  A: 23; B: 48; C: 4.3; D: -1; E: -15; F: 0.6; G: -7; H: -12; I: 1.1
> N#Cc1cccc(CN2CCC(=O)N(CCO)CC2)c1
  A: 10; B: -1; C: 0.4; D: -14; E: -2; F: 0.9; G: 4; H: -12; I: 0.6
> COc1cc(CN2CCCC(N3CCN(c4ccc(F)cc4)CC3)C2)ccc1F (stereo unspecified)
  A: 3; B: -7; C: 0.4; D: -14; E: -30; F: 1.4; G: 8; H: -4; I: 0.6
> Cc1ccc(N2C(=O)C(c3c(C)[nH]n(-c4ccccc4)c3=O)(C(F)(F)F)C3=C2CC(C)(C)CC3=O)cc1 (stereo unspecified)
  A: 17; B: 2; C: 0.5; D: -9; E: -19; F: 5.6; G: -1; H: 0; I: -2.2
> CCc1ccccc1NC(=O)CNC(=O)c1ccc(OCc2cn3ccccc3n2)cc1
  A: 7; B: -18; C: 0.7; D: -2; E: -18; F: -0.5; G: -5; H: .; I: -0.9
> O=[N+]([O-])c1ccc(NCc2ccccn2)nc1
  A: 0; B: -11; C: 0.1; D: -9; E: -12; F: 1.2; G: -8; H: -8; I: 0.3
> Cc1ccccc1NC(=O)CCN1C(=O)c2ccccc2C1=O
  A: 13; B: 15; C: 0.3; D: -11; E: -7; F: -0.2; G: -11; H: -4; I: -0.8
> COCC(=O)Nc1cc(C)cn(Cc2ccccc2Cl)c1=O
  A: 8; B: -3; C: 0.0; D: -4; E: -20; F: -0.3; G: -6; H: -8; I: -2.0
> Cc1oc2c(cc(NS(=O)(=O)c3ccc(C(C)C)cc3)c3ccccc32)c1C(=O)O
  A: -2; B: -23; C: 0.1; D: 1; E: -8; F: 0.5; G: -3; H: -12; I: 0.5
> COC(=O)C1=CN(c2ccc(Cl)cc2)C=C(C(=O)OC)C1c1ccc([N+](=O)[O-])cc1
  A: -2; B: 16; C: -0.1; D: -7; E: .; F: .; G: .; H: -15; I: .
> O=C(Cc1ccc(S(=O)(=O)N2CCOCC2)s1)N1CCN(S(=O)(=O)c2cccc(F)c2)CC1
  A: -15; B: -5; C: 1.9; D: -5; E: .; F: .; G: .; H: .; I: .
> Cc1ccc(-c2ccccc2NC(=O)C2C3C=CC(C3)C2C(=O)O)o1 (stereo unspecified)
  A: 15; B: 9; C: 0.4; D: -5; E: -4; F: -0.2; G: -3; H: -1; I: -0.2
> O=C(COC(=O)/C=C/c1ccccc1)Nc1cc(C(F)(F)F)ccc1N1CCOCC1
  A: 0; B: 4; C: 0.3; D: -3; E: -8; F: -0.5; G: -9; H: 1; I: -0.8
> CCOC(=O)C1Cn2c(nc3c(c2=O)C(C)(C)Cc2ccccc2-3)S1 (stereo unspecified)
  A: -6; B: -3; C: -0.5; D: 12; E: -21; F: -0.9; G: -8; H: -4; I: -2.9
> COc1ccc(CNC(=O)CN(Cc2ccc(F)cc2)C(=O)c2csnn2)cc1
  A: -7; B: 15; C: 0.6; D: 0; E: -16; F: 1.2; G: -13; H: 4; I: 0.7
> Cc1c(N=C2NN=C(c3c[nH]c4ccccc34)CS2)c(=O)n(-c2ccccc2)n1C
  A: 10; B: -7; C: -0.5; D: -7; E: 8; F: -0.1; G: -6; H: -19; I: 0.5
> CCN(CCCNC(=O)CN(C)S(=O)(=O)c1cccc2nsnc12)c1ccccc1
  A: 14; B: 4; C: 2.4; D: -14; E: -8; F: 0.9; G: -16; H: -6; I: 1.2
> CCCN(CCC)C(=O)Nc1cc(Cl)ccc1OC
  A: 8; B: -21; C: -0.7; D: -16; E: -9; F: 1.3; G: 0; H: 0; I: -2.0
> CCCCN1C(=O)C(O)(CC(=O)c2ccccc2OC)c2ccccc21 (stereo unspecified)
  A: 23; B: -11; C: 0.8; D: -8; E: -13; F: 0.1; G: -4; H: -6; I: -0.1
> Cc1ccccc1Nc1cc(=O)oc2ccccc12
  A: 7; B: -12; C: 0.6; D: 6; E: -7; F: 1.4; G: -6; H: -13; I: -1.0
> O=S(=O)(Nc1nc2ccccc2nc1NCc1ccco1)c1ccc(F)cc1
  A: 14; B: -13; C: 3.8; D: -3; E: -12; F: 3.9; G: 0; H: -13; I: 6.2
> Clc1ccc(CON/C=N/c2ncnc3sccc23)cc1
  A: 10; B: 33; C: 3.4; D: 1; E: 2; F: 3.1; G: -7; H: -2; I: 4.6
> c1ccc(COc2ncnc3c2ncn3CCCNCc2cccs2)cc1
  A: -10; B: -27; C: -0.2; D: 5; E: .; F: .; G: .; H: .; I: .
> CCn1cc(C(=O)OCC(=O)NCc2ccccc2Cl)c(=O)c2ccc(C)nc21
  A: 8; B: -25; C: 0.8; D: -15; E: -19; F: -1.8; G: -11; H: -4; I: -1.4
> COc1cc2ccc(C(C)=NNC(N)=S)cc2cc1OC
  A: 13; B: -12; C: 4.3; D: -7; E: .; F: .; G: .; H: .; I: .
> COc1cccc(C(=O)Nc2cccc(-c3nnc(-c4ccco4)o3)c2)c1
  A: 14; B: 43; C: 4.7; D: -12; E: -22; F: -1.4; G: -7; H: -14; I: -2.1
> CC1=C(C(=O)Nc2ccccc2F)C(c2ccsc2)C2=C(CC(C)(C)CC2=O)N1 (stereo unspecified)
  A: 1; B: -17; C: -0.2; D: 5; E: -10; F: 0.3; G: -9; H: -6; I: -0.9

Look-ups from above.
`COc1cc2ccc(C(C)=NNC(N)=S)cc2cc1OC` @ CHO-K1 Ca antag = -7
`c1ccc(COc2ncnc3c2ncn3CCCNCc2cccs2)cc1` @ CHO-K1 Ca antag = 5
`O=S(=O)(Nc1nc2ccccc2nc1NCc1ccco1)c1ccc(F)cc1` @ OXTR agonist = 6.2
